Bioassay records from PubChem.
NCI-60 one-dose screen, 48 h, at 10 µM unless noted. Numbers give growth in % (100 = growth as untreated, 0 = no growth, -100 = all killed).
NCI-H522 = NCI-H522 lung cancer. actives 8% (n = 78,000)
NCI-H226 = NCI-H226 lung cancer; actives 3.5% (n = 79,000)
NCI/ADR-RES = NCI/ADR-RES ovarian cells; actives 4.4% (n = 81,000); AID 1794790
NCI-H322M = NCI-H322M lung cancer. actives 2.7% (n = 80,000). AID 1794733
NCI-H460 = NCI-H460 lung cancer; actives 6.8% (n = 82,000); AID 1794736
NCI-H23 = NCI-H23 lung cancer; actives 4% (n = 80,000); AID 1794731
OVCAR-5 = OVCAR-5 ovarian cancer; actives 2.9% (n = 82,000); AID 1794783
OVCAR-8 = OVCAR-8 ovarian cancer | AID 1794782 | actives 4.4% (n = 81,000)
OVCAR-3 = OVCAR-3 ovarian cancer; actives 7% (n = 79,000); AID 1794787
Numbers without * were called inactive; . = not tested or not shown; & = joins results of further samples. How the source made its calls: active means growth percent below 10; inactive means the rest.

SMILES	NCI-H522	NCI-H226	NCI/ADR-RES	NCI-H322M	NCI-H460	NCI-H23	OVCAR-5	OVCAR-8	OVCAR-3
Clc1ccc(-c2nnc3ccc(N/N=C/c4ccccc4)nn23)cc1	85	84	82	86	91	92	101	91	92
O=C1/C=C/[C@@H](O)[C@@H]2C[C@@H](O)C[C@H]2/C=C/CCC[C@@H](O)CCO1	108	77	89	99	110	77	113	67	106
Cc1cc(NCc2ccccn2)n2ncc(-c3ccccc3)c2n1	91	92	93	87	106	95	95	100	93
O=C(/C=C/Nc1ccc(I)cc1)c1ccc2c(c1)Nc1ccccc1S2	77	74	50	84	74	61	85	59	93
CC1=C(C(=O)Nc2ccccc2)C(c2ccc3c(c2)OCO3)NC(=S)N1 (centres undefined)	88	97	106	107	113	98	115	104	110
COc1cc(OC)cc(C(N)=O)c1	97	85	102	97	105	97	94	99	108
Cc1ccc(Sc2cc(C(=O)N3CC4C=CC=CC4C3)ccc2O)cc1C (centres undefined)	85	100	98	103	118	100	92	91	114
O=C1/C(=C/c2c[nH]c3ccccc23)Sc2ccc(F)cc21	92	73	95	96	98	80	98	96	115
COc1ccccc1NC(=S)Nc1ccc(-c2nc3ccccc3o2)cc1	85	101	101	107	106	99	90	102	111
O=C1c2ccccc2C(=O)C2C(=O)c3ccccc3C(=O)C12 (centres undefined)	98	101	103	103	107	98	119	96	125
Oc1ccc(C(Cc2ccccc2)NCc2ccccc2)c(O)c1 (centres undefined)	78	101	99	96	107	95	99	102	102
COc1cccc2cc(C(C)C(=O)OCc3cn(-c4cc5ccccc5oc4=O)nn3)ccc12 (centres undefined)	83	85	103	100	97	97	106	.	104
CC(=O)c1cccc(Nc2ncnc3ccc(NC(=O)c4cccs4)cc23)c1	49	62	63	75	37	71	86	59	54
C[C@@H]1C(=O)O[C@H]2[C@H]1CC/C(COC(=O)OCCCCCOC(=O)OC/C1=C/CC[C@@]3(C)O[C@H]3[C@H]3OC(=O)[C@@H](C)[C@@H]3CC1)=C\CC[C@@]1(C)O[C@@H]21	83	99	94	95	104	107	91	93	102
NC(=O)Nc1ccc2ncnc(Nc3ccc(Cl)cc3)c2c1	66	100	89	18	88	100	84	90	74
COc1c(F)ccc(C(=O)Nc2ccc3nc(NC(=O)C4CCCN(S(=O)(=O)c5ccc(C(F)(F)F)cc5)C4)sc3c2)c1F (centres undefined)	76	81	80	92	78	94	100	96	78
O=C(Cn1cc[n+](CC(=O)c2ccc(F)cc2F)c1)Nc1cccc2cccnc12	92	99	105	105	101	97	109	103	107
Nn1c(=O)[nH]n2c(=O)c3cnn(-c4ccccc4)c3nc12	92	100	104	110	110	100	109	105	102
COc1ccc(NC(=O)NN2C(=O)c3ccccc3N(C)C2c2ccc(OC)cc2)cc1 (centres undefined)	93	106	92	96	109	100	107	103	90
COc1ccc(C(=O)/C=C/c2ccc3c(c2)OCO3)cc1OC	93	104	92	.	102	94	115	97	110
CN1CNC(=S)NC1	112	105	100	109	106	108	87	95	111
COc1ccc(-c2cc(-c3cccnc3)nc3sc4c(=O)n(-c5ccc(C)cc5)cnc4c23)cc1OC	100	93	103	92	101	96	87	101	99
COc1ccc(-c2cn[nH]c2-c2cc(OC)c(OC)c(OC)c2)cc1	-18*	57	27	26	3.3*	28	31	22	-8.1*
CC(C)NCCNc1ccnc2cc(Cl)ccc12	100	89	105	94	99	105	95	91	97
COc1ccc(C2CC(c3ccc(Cl)cc3)=NN2c2ccccc2)cc1OC (centres undefined)	59	97	102	111	99	95	97	92	118

Taken from the results shown, 10 compounds:
SMILES	NCI-H522	NCI-H226	NCI/ADR-RES	NCI-H322M	NCI-H460	NCI-H23	OVCAR-5	OVCAR-8	OVCAR-3
COc1c(F)ccc(C(=O)Nc2ccc3nc(NC(=O)C4CCCN(S(=O)(=O)c5ccc(C(F)(F)F)cc5)C4)sc3c2)c1F (centres undefined)	76	81	80	92	78	94	100	96	78
O=C(Cn1cc[n+](CC(=O)c2ccc(F)cc2F)c1)Nc1cccc2cccnc12	92	99	105	105	101	97	109	103	107
Nn1c(=O)[nH]n2c(=O)c3cnn(-c4ccccc4)c3nc12	92	100	104	110	110	100	109	105	102
COc1ccc(NC(=O)NN2C(=O)c3ccccc3N(C)C2c2ccc(OC)cc2)cc1 (centres undefined)	93	106	92	96	109	100	107	103	90
COc1ccc(C(=O)/C=C/c2ccc3c(c2)OCO3)cc1OC	93	104	92	.	102	94	115	97	110
CN1CNC(=S)NC1	112	105	100	109	106	108	87	95	111
COc1ccc(-c2cc(-c3cccnc3)nc3sc4c(=O)n(-c5ccc(C)cc5)cnc4c23)cc1OC	100	93	103	92	101	96	87	101	99
COc1ccc(-c2cn[nH]c2-c2cc(OC)c(OC)c(OC)c2)cc1	-18*	57	27	26	3.3*	28	31	22	-8.1*
CC(C)NCCNc1ccnc2cc(Cl)ccc12	100	89	105	94	99	105	95	91	97
COc1ccc(C2CC(c3ccc(Cl)cc3)=NN2c2ccccc2)cc1OC (centres undefined)	59	97	102	111	99	95	97	92	118

(more compounds)
SMILES	NCI-H522	NCI-H226	NCI/ADR-RES	NCI-H322M	NCI-H460	NCI-H23	OVCAR-5	OVCAR-8	OVCAR-3
N#Cc1nc(/C=C2\SC(=S)N(CC3CCCO3)C2=O)cs1 (centres undefined)	75	96	101	93	101	95	104	97	90
COC(=O)C(/C(=N/N)C(=O)Nc1cc(Cl)ccc1Cl)c1nc2ccc([N+](=O)[O-])cc2[nH]c1=O (centres undefined)	61	90	101	76	95	97	118	99	101
CCOc1ccc(CC(O)CNCC(C)C)cc1 (centres undefined)	74	92	109	82	107	105	114	86	116
CC(C)OC(=O)Nc1ccc(-c2ccc(NC(=O)OC(C)C)cc2)cc1	104	99	102	111	61	99	92	100	106
NC(=N\N=C\c1ccccc1O)/C(N)=N/N=C/c1ccccc1O	64	96	83	81	70	91	97	81	63
Cc1nn(-c2ccccc2)c(Cl)c1/C=C1\SC(N2CCOCC2)=NC1=O	96	98	95	89	101	.	102	98	111
N=C(N)Sc1cccc[n+]1[O-]	37	79	53	69	22	56	98	46	22
C[C@H](c1nc2ccc(C(F)(F)F)cc2[nH]1)[C@H]1CC[C@H]2[C@@H]3CCC4=CC(=O)CC[C@]4(C)[C@H]3CC[C@]12C	66	82	89	88	83	68	91	89	73
Cc1cs/c(=N\NC(=O)c2cc(-c3cc4ccccc4o3)nn2-c2ccccc2)n1-c1ccccc1	86	91	87	94	97	86	107	91	67
O=C1c2cc3c(cc2-c2c1c1ccc(F)cc1c(=O)n2C[C@H](O)[C@@H](O)[C@H](O)CO)OCO3	-22*	-17*	4.8*	13	3.2*	-32*	-30*	0.0*	-20*
O=C(/C=C/c1ccccc1)C1CC1	104	101	99	100	105	100	101	103	111
COc1cc(C=O)ccc1OCc1ccccc1	115&68	98&92	101&99	97&89	100&110	99&97	94&107	103&97	96&117
COc1ccc(-n2c(-c3ccccc3)c(-c3ccccc3)c3c(SCC(=O)N/N=C/c4ccc(N(C)C)cc4)ncnc32)cc1	76	64	104	91	88	81	93	89	79
Fc1ccc(C2=NN(c3cc(Cl)cc(Cl)c3)C(c3cccc(Nc4ccnc5cc(C(F)(F)F)ccc45)c3)C2)cc1 (centres undefined)	85	77	91	102	96	87	102	97	74
COc1ccc(C)cc1NC(C)=O	93	97	105	97	113	96	107	102	117
COc1ccc(/C=C/c2nc(Nc3ccc(NC(=O)Nc4ccc(Cl)cc4)cc3)c3ccccc3n2)cc1	90	94	103	98	106	89	95	102	103
C=CCN=C1NC(=O)/C(=C/c2cc(C(C)(C)C)c(O)c(C(C)(C)C)c2)S1	45	98	70	88	73	90	92	96	47
CCn1cc2c(=O)nc3sc(Cc4ccccc4)c(C)n3c2n1	63	95	101	94	99	102	98	91	108
N#Cc1ccc(OC(=O)Nc2ccc(F)cc2)cc1	84	97	107	103	111	99	105	97	96
O=c1[nH]c(OCc2ccc(F)cc2)nc2sc3cc(O)ccc3c12	72	64	80	87	93	72	101	84	88
O=C1CSC(c2cn(-c3ccccc3)nc2-c2ccc([N+](=O)[O-])cc2)N1c1cccc(F)c1 (centres undefined)	96	100	104	104	109	21	103	100	124
CS(=O)(=O)c1nccc(-c2c(-c3ccc(F)c(OCCc4ccccc4)c3)nc3sccn23)n1	-13*	89	96	-27*	29	100	100	88	.
O=C(Nc1ccc(OS(=O)(=O)C2CC2)cc1)C12CC3CC(CC(C3)C1)C2	86	100	98	99	103	101	97	98	98
CC1(C)SC(C(NC(=O)Cc2ccccc2)C(=O)O)NC1C(=O)O (centres undefined)	89	102	108	98	101	96	95	102	111
CC(=O)O[C@H]1C[C@@]2(C)[C@@H](CC(=O)[C@H]3[C@@]4(C)CC[C@H](NCc5ccccc5)[C@@H](C)[C@@H]4CC[C@@]32C)/C1=C(\CCC=C(C)C)C(=O)O	95	.	97	87	106	97	102	95	94
SMILES	NCI-H522	NCI-H226	NCI/ADR-RES	NCI-H322M	NCI-H460	NCI-H23	OVCAR-5	OVCAR-8	OVCAR-3
O=C(/C=C/c1ccc(O)c(O)c1)NC(Cc1ccccc1)C(=O)C(=O)NCc1ccccc1 (centres undefined)	89	100	97	101	103	93	104	98	97
CN1C(=O)/C(=C/c2ccc(C(=O)Nc3ncc(Cc4ccc(Cl)cc4)s3)cc2)SC1=S	36	72	38	56	21	66	58	60	27
COC(=O)c1ccc(C(=O)OC)c(=O)[nH]1	97	.	111	115	120	103	108	110	126
Cc1cccc(C)c1NC(=S)NC(=O)c1cccc(Cl)c1	.	94	88	85	106	96	97	98	111
O=C1NC(=O)c2c1c1c3cc(Br)ccc3[nH]c1c1oc3ccc(F)cc3c21	-62*	-0.6*	10	-12*	-83*	-24*	52	-45*	-33*
N#CC1=C2NCCCCCNc3oc(nc3C#N)Cc3ccccc3CC(=N1)O2	97	98	111	97	107	108	103	104	.
NC(=S)c1cccnc1	90	95	103	118	108	105	98	105	109
Cn1cc(-c2cc3nc(-c4cn(C)c5ncc(Br)cc45)cc(N)n3n2)c2ccccc21	-71*	-2.1*	-24*	-20*	-55*	-22*	-50*	-11*	-18*
Fc1ccc(/C(=N\c2nnc(-c3ccc(Cl)cc3)s2)c2ccccc2)cc1	96	84	100	107	104	92	96	103	118
NNS(=O)(=O)c1ccc(Cl)c(S(=O)(=O)NN)c1	92	101	107	109	108	105	106	109	103
CCc1c(Nc2ccc(Cl)c(Cl)c2)nc(N)[nH]c1=O	74	95	87	86	89	86	92	97	93
NS(=O)(=O)c1ccc(CCn2c(SCc3ccc(Cl)cc3)nc3ccccc3c2=O)cc1	84	108	92	92	94	97	109	82	101
Cc1cc2cc3cc(C)c(N)cc3[n+](C)c2cc1N	-4.5*	31	49	28	-14*	0.7*	46	1.2*	1.7*
CCCCC1COc2cccc3c(SCC(=O)N(C)c4ccccc4OC(F)(F)F)cc[n+]1c23 (centres undefined)	88	.	106	105	108	99	112	102	109
CC(=O)N1CCCCCC1=O	114	106	102	104	110	99	102	108	117
C=CC(=O)N1c2ccccc2N(C(=O)C=C)C(C)C1C (centres undefined)	50	86	84	69	96	89	101	88	96
COc1cc2nnc3c4cccnc4[nH]c3c2cc1OC	-76*	40	23	110	26	90	75	-15*	31
COc1cccc(/C=C2\C=C(c3ccccc3)N(Cc3ccccc3)C2=O)c1	56	73	51	51	72	71	93	68	59
CC[C@@]1(O)C(=O)OCc2c1cc1n(c2=O)Cc2c-1nc1ccccc1c2/C=N/OC(C)(C)C	-48*	-79*	1.1*	12	1.2*	-4.2*	11	3.3*	-27*
Cc1ccc(C(=O)/C=C/Nc2cc(-c3ccccc3)nn2-c2ccccc2)cc1	78	80	89	94	100	85	99	103	106
O=c1cc(C=NCc2nc(-c3ccccc3)cs2)c2cc(Cl)ccc2o1	69	72	65	90	78	71	101	71	80
O=C(/C=C(O)/C=C/c1cccc2[nH]ccc12)/C=C/c1cccc2[nH]ccc12	34	99	88	99	98	80	100	73	103
COc1cccc(C(=O)N(c2ccc(OC(F)(F)F)cc2)C(C(=O)NC(C)(C)C)c2cc3c(C)cc(C)cc3nc2Cl)c1 (centres undefined)	66	60	88	96	77	79	91	95	73
COC(=O)[C@@H](Cc1c[nH]c2ccccc12)NC(=O)/C=C/c1ccccc1	.	60	4.2*	34	9.9*	39	36	25	-5.2*
CC1CN(CSc2ccccc2)CCN1CSc1ccccc1 (centres undefined)	94	72	89	83	89	87	116	106	105
SMILES	NCI-H522	NCI-H226	NCI/ADR-RES	NCI-H322M	NCI-H460	NCI-H23	OVCAR-5	OVCAR-8	OVCAR-3
Cc1ccc(C2=NN(c3ccccc3)C(c3ccccc3)C2NC2CCCCC2)cc1 (centres undefined)	91	102	97	96	92	100	114	97	122
O=c1oc2ccccc2cc1-c1cc2ccccc2[nH]1	84	96	95	88	102	93	105	102	118
Cc1cc(=O)[nH]c(N/N=C/c2cc(Br)ccc2O)n1	19	41	10	-15*	-1.8*	34	39	17	6.6*
C/C(=C\[C@H]1C[C@](C)(O)[C@H]2[C@@H](C[C@@]3(C)[C@@H]4CC=C5[C@@H](CC[C@H](O)C5(C)C)[C@]4(C)C(=O)C[C@]23C)O1)CO	97	102	106	119	113	102	115	106	109
COC(=O)c1cc(C(=O)C(C)(C)C)n2c3ccccc3c3ccccc3c12	103	100	89	102	106	92	99	99	110
COC(=O)C1(O)NC(=C(C#N)C#N)C(C#N)=C1C(=O)c1cccc([N+](=O)[O-])c1 (centres undefined)	97	90	105	107	104	97	112	96	108
O=c1/c(=C/c2ccc(O)cc2)sc2nc3ccccc3n12	80	107	107	87	108	.	95	102	112
O=C(Nc1sc2c(c1C(=O)NCCc1c[nH]c3ccccc13)CCCC2)c1ccccc1	68	.	84	90	94	86	102	83	79
